Bioassay records: PubChem, Broad Institute
ERp5 inh = inhibitors of ERp5-driven insulin aggregation, primary screen, biochemical, turbidity, absorbance 650 nm, single point; Protein disulfide-isomerase A6 (Homo sapiens), Q15084; 90 min; inhibition, % at 9.99 µM; hit rate 0.05% among 350,000; AID 651711, 2012;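 active = mean replicate inhibition above about 25%, with every replicate also reaching it, limit read from the data, passing the limit was not always enough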
Target sequence (Q15084 whole entry, looked up): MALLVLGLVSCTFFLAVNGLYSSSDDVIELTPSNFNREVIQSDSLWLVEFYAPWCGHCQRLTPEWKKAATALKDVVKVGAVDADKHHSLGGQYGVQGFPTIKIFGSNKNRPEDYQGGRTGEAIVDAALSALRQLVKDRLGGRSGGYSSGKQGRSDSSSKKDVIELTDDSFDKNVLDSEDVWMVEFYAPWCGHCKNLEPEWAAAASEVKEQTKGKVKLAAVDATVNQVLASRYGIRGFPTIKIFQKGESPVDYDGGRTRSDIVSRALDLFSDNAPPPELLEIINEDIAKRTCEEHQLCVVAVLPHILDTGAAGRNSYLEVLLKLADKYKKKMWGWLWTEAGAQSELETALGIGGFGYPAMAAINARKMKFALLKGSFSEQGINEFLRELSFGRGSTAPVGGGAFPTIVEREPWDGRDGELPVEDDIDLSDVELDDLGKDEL
ARNT TACC3 PPI = disruptors of ARNT/TACC3 protein interaction, primary screen, biochemical, AlphaScreen, single concentration. Transforming acidic coiled-coil-containing protein 3 (Homo sapiens), Q9Y6A5. AlphaScreen His-ARNT PAS-B/GST-TACC3 binding, luminescence; TACC3 fragment carries E629A point mutation. inhibition, % at 9.99 µM. hit rate 0.66% among 390,000. AID 623870, 2012;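 active = mean inhibition of replicates at least 50% and at least half of replicates each reaching 50%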;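 note: 0% = complete ARNT plus TACC3 wells and 100% = ARNT alone without TACC3; many hits fall short of the cut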
* hit, by the source's call.

SMILES	ERp5 inh	ARNT TACC3 PPI
O=C1OCCC1Sc1nnc(-c2ccc(Cl)cc2Cl)o1 (stereo not drawn)	-12.2	-5.8
Cc1ccc(CSCC(=O)N2CCN(c3ccccc3)CC2)cc1	-9.9	5.4
COc1cc(NC(=S)NCCN2CCOCC2)cc(OC)c1	-4.2	-7.8
CCN(CC)CCCNC(=O)CNC(=O)c1nn(-c2ccc(OC)cc2)c(=O)c2ccccc12	3.1	-27.2
O=C(NCCc1c[nH]c2ccccc12)C(=O)NCC(c1ccco1)N1CCN(c2ccc(F)cc2)CC1 (stereo not drawn)	-2.6	1.2
COC(=O)/C=C1\SC(=NC(=O)c2ccc(C)cc2)NC1=O	0.7	4.0
CS(=O)(=O)c1cnc(-c2ccccc2)nc1-c1ccc(Cl)c(Cl)c1	2.3	3.0
C=CCN1C(=O)c2cccc3c(N4CCCCC4)ccc(c23)C1=O	-2.0	-18.8
CCN(CC)S(=O)(=O)c1ccc(N2CCOCC2)c(NC(=O)c2cc([N+](=O)[O-])ccc2Cl)c1	0.9	-1.8
N#CCCN(Cc1ccccc1)C(=O)Nc1ccc(F)cc1	0.2	-4.2
Cc1c(NC(=O)CN2C(=O)c3ccc([N+](=O)[O-])cc3C2=O)c(=O)n(-c2ccccc2)n1C	-5.0	0.7
COc1cc([N+](=O)[O-])c(N2CCOCC2)c([N+](=O)[O-])c1OC	1.0	-2.7
Cc1onc(-c2ccccc2)c1C(=O)NCC(O)c1ccccc1 (stereo not drawn)	0.7	-2.2
CCn1c(=O)c([N+](=O)[O-])c(NCCc2ccc(OC)c(OC)c2)c2ccccc21	2.1	2.1
Cc1cccc(N2C(=S)NC3c4cc(Cl)ccc4OC2(C)C3C(=O)N(C)C)c1 (stereo not drawn)	1.2	-8.7
c1ccc(-c2ccccc2OCc2nnc3n2CCC3)cc1	1.7	3.8
NCCC1CN(C(=O)OCc2ccccc2)c2ccccc21 (stereo not drawn)	3.2	-4.7
Cn1c(N)c(C(=O)COC(=O)c2cccnc2Cl)c(=O)n(C)c1=O	-13.4	7.3
CCCCNC(=S)N1CCN(Cc2ccc3c(c2)OCO3)CC1	-0.6	2.1
COc1cc(CNn2cn[nH]c2=S)cc(Cl)c1OCc1ccc(F)cc1	2.6	-1.0

Arranged by heavy-atom count (highest first): 3 of the compounds above.
SMILES	ERp5 inh	ARNT TACC3 PPI
O=C(NCCc1c[nH]c2ccccc12)C(=O)NCC(c1ccco1)N1CCN(c2ccc(F)cc2)CC1 (stereo not drawn)	-2.6	1.2
Cc1cccc(N2C(=S)NC3c4cc(Cl)ccc4OC2(C)C3C(=O)N(C)C)c1 (stereo not drawn)	1.2	-8.7
N#CCCN(Cc1ccccc1)C(=O)Nc1ccc(F)cc1	0.2	-4.2

Additional entries.
SMILES	ERp5 inh	ARNT TACC3 PPI
COc1cccc(NC(=O)CS(=O)(=O)c2cn(CC(=O)N3CCOCC3)c3ccccc23)c1	1.3	-41.0
Cc1ccc(C)c(NC(=O)c2ccccc2Sc2ccc([N+](=O)[O-])cc2Cl)c1	4.0	-1.2
O=C(Nc1ccccc1)Oc1ccccc1N1CCOCC1	-5.9	-3.3
O=C(COC(=O)/C=C/c1cccc(C(F)(F)F)c1)NCc1ccccc1	-1.0	-4.7
CC1=CC(C)(C)Nc2ccc(OC(=O)CN3C(=O)c4ccccc4C3=O)cc21	0.6	-2.2
OCc1nc2ccccc2n1CCOc1ccccc1	2.4	-57.7
CCOC(=O)Nc1ccc(OC(=O)Oc2ccc(NC(=O)OCC)cc2)cc1	0.6	-14.2
COc1ccccc1NS(=O)(=O)c1cc(NC(=O)c2ccco2)ccc1N1CCOCC1	-6.5	22.4
C/C(=N\Nc1ccc(C(=O)O)cc1)c1ccc(-n2ccnc2)cc1	-0.6	8.1
COc1cccc(NC(=O)c2ccc(S(=O)(=O)N(C)C)cc2)c1	0.6	2.4
Nc1cc(=O)[nH]c2ncnn12	-1.2	19.0
CC(C)Cn1c(N)c(C(=O)COC(=O)c2ccc(Cl)cc2)c(=O)n(C)c1=O	2.0	1.2
Cc1cnc(NC(=O)C2CC(=O)N(c3ccc4c(c3)OCCO4)C2)s1 (stereo not drawn)	-1.4	1.6
NC(=O)c1ccccc1N=Cc1cccnc1	-14.0	-1.9
O=C(N/N=C/c1ccc(OC(F)F)cc1)c1cccc(S(=O)(=O)N2CCOCC2)c1	-1.7	-1.9
COc1ccc(C(=O)NCC(C)NC(=O)c2ccc(OC)cc2)cc1 (stereo not drawn)	-0.3	1.3
CC(=O)Nc1ccc(OCC(=O)N(CC(C)C)C2CCS(=O)(=O)C2)cc1 (stereo not drawn)	0.6	1.7
CCOC(=O)Cc1csc(NC(=S)NC(=O)c2cccc([N+](=O)[O-])c2)n1	11.6	-5.0
O=[N+]([O-])c1ccccc1S(=O)(=O)Oc1ccccc1/C=N/n1cnnc1	6.8	-3.9
Nc1ccc2c(c1)C(=O)Cc1ccccc1S2	3.8	-3.4

Six compounds drawn at random from those above, as already listed:
SMILES	ERp5 inh	ARNT TACC3 PPI
COc1cccc(NC(=O)CS(=O)(=O)c2cn(CC(=O)N3CCOCC3)c3ccccc23)c1	1.3	-41.0
O=C(N/N=C/c1ccc(OC(F)F)cc1)c1cccc(S(=O)(=O)N2CCOCC2)c1	-1.7	-1.9
COc1ccccc1NS(=O)(=O)c1cc(NC(=O)c2ccco2)ccc1N1CCOCC1	-6.5	22.4
CC(C)Cn1c(N)c(C(=O)COC(=O)c2ccc(Cl)cc2)c(=O)n(C)c1=O	2.0	1.2
Nc1ccc2c(c1)C(=O)Cc1ccccc1S2	3.8	-3.4
NC(=O)c1ccccc1N=Cc1cccnc1	-14.0	-1.9

More compounds
SMILES	ERp5 inh	ARNT TACC3 PPI
O=C(CN1CCN(C2CCCCC2)CC1)Nc1ccc(Br)cc1	-0.9	-12.7
COc1ccccc1-c1nc2cc3ccccc3cc2nc1-c1ccccc1	3.9	17.9
Cc1noc(C)c1S(=O)(=O)N1CCC(C(=O)c2ccccc2)CC1	6.8	0.5
O=S(=O)(NC(=S)NC1CCCCC1)c1ccc(Cl)cc1	-0.3	1.3
CCOc1ccc(-n2c(-c3ccc(Br)cc3)c[n+]3c2CCCCC3)cc1	4.9	-12.4
CC(NC(=S)Nc1ccccc1C(F)(F)F)C1CC2CCC1C2 (stereo not drawn)	-1.6	3.1
CN(C)S(=O)(=O)c1cccc(NC(=O)CCc2c[nH]c3ccccc23)c1	-0.2	-7.6
CC(=O)Nc1ccccc1NC(=O)c1cc(C)cc(C)c1	-1.8	-6.5
CCCC(=O)Nc1ccc(NC(=S)NC(=O)c2ccccc2[N+](=O)[O-])cc1	-4.8	0.8
Cc1nc(C)c(CC(=O)N/N=C/c2ccc(O)cc2)c(=O)[nH]1	0.0	-34.2
N#CCCN(C(=S)NC(=O)c1ccco1)c1ccccc1F	3.0	-3.5
O=C(COc1nsnc1N1CCOCC1)N/N=C/c1ccccc1O	3.9	59.0*
COc1ccc(-c2cc(C(=O)Nc3cc(S(=O)(=O)N4CCOCC4)ccc3N3CCOCC3)c3ccccc3n2)cc1	2.6	-2.5
COc1ccccc1NC(=O)CCN1CCN(C)CC1	2.9	-10.4
COC(=O)C(C)Sc1ccc2nnc(CCNS(=O)(=O)c3ccccc3)n2n1 (stereo not drawn)	4.3	-4.2
CN(CCO)CCC(=O)NC1(C)CS(=O)(=O)CC1S(=O)(=O)O (stereo not drawn)	0.4	1.2
Cc1ccc(CC2S/C(=N/N=C/c3ccco3)NC2=O)cc1 (stereo not drawn)	0.2	17.7
CC(Sc1cccc[n+]1[O-])C(=O)Nc1cccc([N+](=O)[O-])c1 (stereo not drawn)	-0.6	35.2
O=C(Nc1cccc(Cl)c1)NC1CC2CCC(C1)N2Cc1cccs1 (stereo not drawn)	-3.0	-8.3
CCN(C(=O)Cn1nc(C(=O)O)c2ccccc2c1=O)C1CCCCC1	-4.5	-15.7
CC(=O)Nc1nc2ccccc2n1Cc1ccc(C)cc1	-3.8	16.1
O=C(Nc1ccccc1F)Nc1cc(S(=O)(=O)N2CCOCC2)ccc1N1CCCC1	-0.1	-1.7
O=C(NN1C(=O)C2C3C=CC(O3)C2C1=O)c1cccc(O)c1 (stereo not drawn)	2.9	-10.3
CC1=CC2=NC(=O)/C(=C\c3cc(C)n(-c4ccc(F)cc4)c3C)C(=N)N2O1	3.1	-2.1
N#C/C(=C\c1c[nH]c2ccccc12)C(=O)Nc1ncc(Cc2ccc(Cl)cc2Cl)s1	-3.1	-0.6
Cc1ccc(CNC(=O)c2cc3ccccc3oc2=O)cc1	2.6	1.0
COc1ccc(NC(=O)N(O)C2(C#N)CCCCC2)cc1	3.5	5.9
CN1C(=O)CSc2ccc(NC(=O)N3CCN(c4ccccn4)CC3)cc21	-1.5	0.4
CCOC(=O)CNC(=O)/C(=C\c1ccc(F)cc1)NC(=O)c1ccccc1	-0.4	38.5
CCCN1CCC(=NNc2ccc(S(=O)(=O)N(CC)CC)cc2[N+](=O)[O-])CC1	-0.7	1.5
CSc1ccccc1NC(=O)c1ccccn1	0.4	4.7
COC(=O)c1c(-c2ccccc2)noc1C	1.2	-3.2
C=CCN(c1ccc(C(=O)Nc2cccc([N+](=O)[O-])c2)cc1)S(C)(=O)=O	0.1	-11.4
CC(Sc1nc2ccccc2n1C)C(=O)Nc1ccc(N2CCOCC2)cc1 (stereo not drawn)	2.6	5.1
Cn1c(SCc2ccccc2)nc(C(F)(F)F)cc1=O	1.1	6.1
CC(C)CCNC(=O)c1sc2ccc(S(=O)(=O)N3CCCCC3)cc2c1N	4.6	-2.6
CCOc1ccc(NC(=O)CNC(=O)c2ccc(OC)cc2)cc1	5.2	-4.2
COCCn1c(-c2cccs2)csc1=Nc1cccnc1	7.7	10.3
Clc1ccc(-c2csc3ncnc(N4CCc5ccccc5C4)c23)cc1	-6.2	1.7
Cc1cccc(C)c1NC(=S)N1CCCN(C)CC1	-2.5	4.4
O=C(O)C1Nc2c(O)cc(Cl)c([N+](=O)[O-])c2C2C=CCC12 (stereo not drawn)	11.3	57.6*
OCC(O)C1OC(Oc2ccccc2)C(O)C(O)C1O (stereo not drawn)	-6.0	-8.5
Cc1cc(C)cc(NC(=O)CSc2nc3c(c(=O)[nH]2)CN(Cc2ccc(F)cc2)CC3)c1	1.9	-5.3
COc1ccccc1N1CCN(C(=O)CN2C(=O)c3ccccc3C2=O)CC1	-2.6	20.9
O=C(NC1CCS(=O)(=O)C1)c1sc2ccccc2c1Cl (stereo not drawn)	-1.3	1.7
Cc1cc(C)n2nc(SCC(=O)N3CCC(C(=O)O)CC3)nc2n1	3.2	-6.1
Cn1c(=S)c2[nH]c(SCCC(C)(C)C)nc2n(C)c1=O	4.8	15.1
O=C(Cn1c2[n+](c3ccc(C(F)(F)F)cc31)CCCCC2)Nc1ccccc1	12.5	-2.2
Cc1c([N+](=O)[O-])c(N)nn1C	7.1	-6.8
CC(NC(=O)C(c1ccccc1)c1ccccc1)C(=O)N1CCCCC1 (stereo not drawn)	2.0	2.7
Cc1nc2c(o1)C(=O)c1ccccc1C2=Nc1ccccc1	0.2	3.8
CCc1cccc(NC(=O)c2cc(OC)c(OC)c(OC)c2)c1	-0.8	1.3
CC(NC(=O)OCc1ccccc1)c1ccccc1 (stereo not drawn)	6.6	-7.4
CC(=O)Nc1cccc(OCc2cccc([N+](=O)[O-])c2)c1	-3.6	3.2
CCOc1cc(/C=N/NC(N)=O)ccc1OCC(=O)Nc1ccc(C)c(C)c1	9.0	-4.0
CC(C)(C)OC(=O)NNC(=O)C12CC3CC(CC(C3)C1)C2	3.4	-8.4
O=C(COc1ccc2ccccc2c1)NNC(=O)c1ccc([N+](=O)[O-])cc1	8.0	2.2
O=C(NCCc1ccc2c(c1)OCCO2)c1ccccc1F	-2.6	33.5
CCCC(=O)NNC(=O)c1ccoc1C	0.2	-1.0
O=C(CSc1nc(O)cc(=O)n1C1CCCC1)Nc1cccc(Cl)c1Cl	8.5	-3.9

Single records, from the list above. Screens in order: ERp5 inh | ARNT TACC3 PPI
Results for O=C(O)C1Nc2c(O)cc(Cl)c([N+](=O)[O-])c2C2C=CCC12 (stereo not drawn) = 11.3 | 57.6*
Results for CC(NC(=O)C(c1ccccc1)c1ccccc1)C(=O)N1CCCCC1 (stereo not drawn) = 2.0 | 2.7

3 compounds already listed, ordered by their value in ERp5 inh, low to high:
| SMILES | ERp5 inh |
| --- | --- |
| O=C(NC1CCS(=O)(=O)C1)c1sc2ccccc2c1Cl (stereo not drawn) | -1.3 |
| CCOc1cc(/C=N/NC(N)=O)ccc1OCC(=O)Nc1ccc(C)c(C)c1 | 9.0 |
| O=C(O)C1Nc2c(O)cc(Cl)c([N+](=O)[O-])c2C2C=CCC12 (stereo not drawn) | 11.3 |

More results:
SMILES	ERp5 inh	ARNT TACC3 PPI
Cc1csc(Sc2ccc(C(=O)OCC(=O)Nc3ccc(F)cc3[N+](=O)[O-])cc2[N+](=O)[O-])n1	5.0	-4.4
CN(CC(=O)Nc1ccc2c(c1)OCCO2)CC(=O)Nc1ccc(F)c(F)c1F	-0.7	-1.8
COCCNC(=O)/C(C#N)=C/c1cccc(/C=C(\C#N)C(=O)NCCOC)c1	6.7	-5.2
COc1ccc2c(c1)CC(N1CCN(C)CC1)c1cc(OC)ccc1S2 (stereo not drawn)	1.7	4.2

Only part of the results is shown; count on the stated rates, not on these rows.
